# Screens (PubChem BioAssay)
# SENP8 block-1: inhibitors of human SENP8 protease; Q96LD8; purified SENP8, Z-RLRGG-aminoluciferin cleavage, luminescence; inhibition, % at 10 µM; 330,000 compounds, 1.2% hits; AID 2540; in the data active = inhibition above about 50%
# Target sequence (Q96LD8 whole entry, looked up): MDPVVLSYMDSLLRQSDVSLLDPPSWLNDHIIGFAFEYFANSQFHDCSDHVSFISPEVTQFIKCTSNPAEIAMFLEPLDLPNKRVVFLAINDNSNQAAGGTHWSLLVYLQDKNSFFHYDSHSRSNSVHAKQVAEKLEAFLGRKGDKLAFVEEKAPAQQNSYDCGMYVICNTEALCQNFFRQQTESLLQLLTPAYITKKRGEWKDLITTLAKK
# SENP7 block: inhibitors of human SENP7 protease. Q9BQF6. recombinant SENP7, Z-RLRGG-aminoluciferin luminescence, 40 min. inhibition, % at 5 µM. 330,000 compounds, 1.5% hits;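 active = inhibition above about 50% at the single test dose, limit read from the data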;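 note: plate controls were DMSO with enzyme for no effect and no enzyme buffer wells for full effect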
# Target sequence (Q9BQF6 706-1050 limits assumed): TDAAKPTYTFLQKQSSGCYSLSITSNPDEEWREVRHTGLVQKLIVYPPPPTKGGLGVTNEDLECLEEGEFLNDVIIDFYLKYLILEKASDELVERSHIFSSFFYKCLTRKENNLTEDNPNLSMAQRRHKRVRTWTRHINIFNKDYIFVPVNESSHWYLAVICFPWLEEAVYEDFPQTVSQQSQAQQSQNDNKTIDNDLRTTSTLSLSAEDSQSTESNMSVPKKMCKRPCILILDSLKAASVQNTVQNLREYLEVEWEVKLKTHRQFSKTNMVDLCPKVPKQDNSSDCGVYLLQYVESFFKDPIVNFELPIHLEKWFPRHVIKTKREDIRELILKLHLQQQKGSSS
# UBC13 inh: human UBC13 polyubiquitination inhibition. UBC13 polyubiquitin chain formation, TR-FRET. P61088. inhibition, % at 20 µM. 330,000 compounds, 0.47% hits. AID 485273; in the data active = inhibition above about 45%, passing the limit was not always enough
# Target sequence (P61088 whole entry, looked up): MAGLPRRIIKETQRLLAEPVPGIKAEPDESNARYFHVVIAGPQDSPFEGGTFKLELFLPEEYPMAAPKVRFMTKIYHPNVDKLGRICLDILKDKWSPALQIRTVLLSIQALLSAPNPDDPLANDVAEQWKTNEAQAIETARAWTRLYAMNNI
# beta cell repl: inducers of beta-cell replication in MIN6 cells; MIN6 cells proliferation, ATPlite luminescence, 48 h; cells starved in 0.2% serum; 100% = growth in 10% serum; AID 2380; proliferation, % at 10 µM; 330,000 compounds, 0.29% hits;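 active = compounds whose signal lies at least 3.5 SD above the mean of all wells on their plate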;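 note: 0% = DMSO-treated cells in low-serum medium and 100% = 10% serum control; some compounds called inactive have numbers as strong as hits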
# PfG6PD inh: PfG6PD (Plasmodium falciparum) enzyme inhibition | PfGluPho enzyme, NADPH resazurin-diaphorase fluorescence | inhibition, % at 20 µM | 350,000 compounds, 0.78% hits;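 active = inhibition reaching at least a set limit at 20 µM in the primary screen, cut at about 59% in these data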;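 note: 0% = DMSO wells with substrate and 100% = DMSO wells lacking glucose-6-phosphate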
# SENP1 inh: inhibitors of human SENP1 SUMO protease catalytic domain. Q9P0U3. recombinant SENP1 catalytic domain, CyPet-SUMO1-YPet FRET cleavage. inhibition, % at 10 µM. 360,000 compounds, 0.21% hits;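 active = inhibition at least 30% at 10 µM, raw YFP signal under a set limit, fluorescence ratio 0.5 to 1.5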;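 note: 0% = enzyme with DMSO and 100% = no enzyme wells; some results filed as inactive read as strong as hits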
# Target sequence (Q9P0U3 419-644 limits assumed): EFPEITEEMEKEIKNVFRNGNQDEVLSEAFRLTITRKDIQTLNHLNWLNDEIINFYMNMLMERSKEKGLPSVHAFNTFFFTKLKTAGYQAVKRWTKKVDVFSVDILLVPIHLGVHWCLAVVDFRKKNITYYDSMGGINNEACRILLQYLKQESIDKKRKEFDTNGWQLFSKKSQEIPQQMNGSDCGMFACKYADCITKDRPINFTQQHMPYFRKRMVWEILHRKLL
#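 Test system: human SENP1 catalytic domain; medium: Tris pH 8 buffer plus EDTA, NaCl, BME, BSA, NP40, catalase; incubation: 50 min reaction at room temperature; technique: FRET, CFP and YFP emission; controls: no-enzyme low control and enzyme-plus-DMSO high control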
# SENP8 block-2: inhibitors of human SENP8 protease. Q96LD8. recombinant SENP8, Nedd8 substrate fluorescence. inhibition, % at 20 µM. 360,000 compounds, 0.64% hits. AID 602440; in the data active = inhibition mostly above about 40%, no sharp cut-off; inactive = mostly below about 27%
# SENP6 inh: inhibitors of human SENP6 protease; Q9GZR1; AID 2599; inhibition, % at 10 µM; 330,000 compounds, 1.8% hits; Recombinant SENP6 catalytic domain, aminoluciferin luminescence;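 active = inhibition above about 50% at the single tested dose, limit read from the data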;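 note: plate controls were DMSO wells with enzyme for no effect and DMSO wells lacking enzyme for full effect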
# HKDC1 inhibitor: blocks human hexokinase HKDC1 activity. Q2TB90. recombinant HKDC1, G6PDH/diaphorase resazurin coupled fluorescence. inhibition, % at 20 µM. 340,000 compounds, 0.16% hits;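 active = inhibition above about 35% when tested at 20 µM, limit read from the data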;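 note: plate controls were DMSO wells with enzyme for no effect and DMSO wells lacking enzyme for full effect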
#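 Assay system: in-house recombinant HK5 (HKDC1) enzyme. Input: HKDC1 at 5 µg/mL. Medium: Tris pH 8.0 buffer with MgCl2, Tween-20, BSA, BME. Dosing: single 20 µM dose. Schedule: 90 min reaction incubation at room temperature, dark. Signal: resazurin-to-resorufin fluorescence via G6PDH and diaphorase coupling, 525/613 nm. Controls: DMSO-enzyme wells negative, buffer-substituted wells positive.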
# Numbers without * were called inactive; / = no result given.
SMILES,SENP8 block-1,SENP7 block,UBC13 inh,beta cell repl,PfG6PD inh,SENP1 inh,SENP8 block-2,SENP6 inh,HKDC1 inhibitor
CN1CCC(=NNC(=O)c2ccc(N(Cc3ccccc3Cl)S(C)(=O)=O)cc2)CC1,-5,4,1,-2,-2,-1,31,-18,-15
COC(=O)Cn1c(=O)c2c(nc3n2CCCN3Cc2ccccc2)n(C)c1=O,-2,0,4,-1,-4,0,17,5,-7
O=C(Cc1ccc([N+](=O)[O-])cc1)NCc1ccccn1,0,1,6,5,15,1,13,-15,-4
Cc1cccc(NC(=S)N2CCCC2)c1,7,2,-1,7,0,2,8,-17,-7
N/C(=N\c1nc2c(c(=O)[nH]1)CCC2)Nc1ccccc1C(F)(F)F,3,1,3,-1,-6,2,1,-10,-6
Nc1nc(SCC(=O)NC2CCCCC2)[nH]c(=O)c1-c1ccccc1,7,14,5,-1,-7,5,9,4,1
COc1ccc(NC(=O)Cn2c(=O)n(CCC(=O)NCC3CCCO3)c(=O)c3cc(OC)c(OC)cc32)cc1 (stereo not given),-16,-9,-10,-3,-4,1,-14,-20,-6
CCOC(=O)C1CCN(C(=O)Cn2c(=O)oc3cc(S(=O)(=O)N4CCCC4)ccc32)CC1,6,1,4,-2,2,3,18,-19,-9
CCOC(=O)N1CCN(CCC(=O)Nc2cc(C)ccc2C)CC1,-11,-9,6,1,-1,3,15,-10,3
COc1ccc(Nc2oc(-c3cccs3)nc2C#N)cc1,-4,-12,-7,-4,-15,-4,-427,-12,8
Cc1sc(N/N=C/c2cc([N+](=O)[O-])ccc2O)nc1-c1ccccc1,9,-1,-17,0,-11,7,15,15,-5
O=C(NC(Cc1ccccc1)C(=O)O)c1ccco1 (stereo not given),-7,4,2,2,-10,0,1,-1,1
O=C(OCc1ccccc1)c1ccccc1,8,24,12,2,-1,2,2,26,-5
O=C(COc1ccc(Cl)cc1)Nc1ccc(C(=O)O)cc1NC(=O)COc1ccc(Cl)cc1,9,-13,-10,-4,-14,1,7,-13,-1
CN1CCN(C(=O)C23CCC(C)(C(=O)C2Br)C3(C)C)CC1 (stereo not given),1,2,0,-2,2,3,27,-23,0
CCOc1ccc(N(C)Cc2cc(=O)oc3ccc(OC)cc23)cc1,-7,-2,-12,-3,9,-2,7,-3,4
O=C(/C=C/c1ccccc1)N/C(=C/c1ccccc1)C(=O)NCCCO,1,5,3,0,-1,1,14,-3,-9
C/C(=N\NC(=O)Cc1ccccc1)c1cccs1,-5,-4,5,2,-6,0,12,2,-7
CCOCCCNC(=O)CCc1nnc2ccc(N3CCCCC3)nn12,6,4,3,-2,-12,3,3,7,1
C1CCN(CCCNC2C3CC4CC(C3)CC2C4)C1 (stereo not given),0,-1,8,0,12,2,24,-7,-10
Cc1cccc(C)c1NC(=S)N(CCCN1CCN(C)CC1)Cc1cccs1,-5,-9,-16,-1,2,2,26,-11,0
Cc1cc(OCC(=O)Nc2ccc(S(=O)(=O)N3CCN(C)CC3)cc2)cc(C)c1Cl,0,5,33,-3,14,2,13,-8,4
Cc1cccc[n+]1CC(=O)Nc1ccc([N+](=O)[O-])cc1,-5,0,1,-2,-6,0,7,0,-2
COc1ccc(C2CC(c3ccccc3O)=NN2C(=O)c2ccccc2)cc1OC (stereo not given),-4,-8,8,-2,14,2,17,-7,-2
O=C(N/N=C/c1ccccc1)c1cc(=O)[nH]c2ccccc12,-4,0,-3,0,-11,-2,-59,3,-7
CCN1C(=O)[C@H]2[C@H]3CN=C(SCC4CC4)N3[C@@](CC)(C(=O)OC)[C@H]2C1=O,/,-4,/,/,-5,1,17,/,-2
COc1ccc2cc(C(c3nnnn3Cc3ccc(F)cc3)N3CCCCCC3)c(=O)[nH]c2c1 (stereo not given),5,3,12,-1,11,-102,-213,5,3
Cc1cc(NC(=O)CSCC(=O)N(C)Cc2ccc(Cl)cc2Cl)no1,5,-7,12,-7,-2,1,9,-9,1
CCOc1ccc(N/C=C/C(=O)c2ccc(OC)cc2)c([N+](=O)[O-])c1,-9,-5,-40,-3,26,37*,26,-13,-8
O=C1N[C@@H](c2ccccc2)COC(=O)[C@@H](Cc2ccc(F)cc2)CC/C=C/C[C@H]1CC(=O)N(CCO)Cc1ccccc1,-10,-7,-23,-5,8,4,13,-21,1
CCN(CC)S(=O)(=O)c1cccc(NC(=O)CCSc2ccc(Cl)cc2)c1,/,/,/,/,-3,1,30,/,3
COc1ccc(-c2c(-c3ccc(O)cc3O)n[nH]c2C)cc1OC,-2,5,10,0,-1,0,10,-1,-6
CCCCOP(=O)(c1ccc(N(C)C)cc1)C(O)c1ccc(C(C)C)cc1 (stereo not given),-2,5,8,0,-20,2,22,15,4
CCc1nc(SCC(=O)Nc2cc(C)on2)c2c(C)c(C)sc2n1,-5,-8,0,-3,-5,-2,14,-2,-9
Cc1ccccc1-n1nnnc1-c1ccccc1,18,4,10,2,38,0,11,-3,8
C=CCSc1nnc(CCCCCN2C(=O)c3cccc4cccc(c34)C2=O)o1,4,5,40,-3,19,2,-222,-3,-3
Cc1ccc2c(c1)N(CC(=O)c1cccc(Cl)c1)C(=O)C(C)O2 (stereo not given),-4,7,16,-2,8,-3,11,-26,4
CC(OC(=O)c1ccc2ccccc2n1)C(=O)c1ccccc1 (stereo not given),26,56*,-15,-1,-8,3,20,66*,-4
Cc1ccc(Nc2cc(C)nc(N3CCOCC3)n2)c(C)c1,-6,6,1,0,16,-4,11,-6,15
CCC1(C)Cc2ccccc2-c2nc(NCCO)[nH]c(=O)c21 (stereo not given),-10,-6,6,-6,-20,2,-423,-6,0
Cn1c(=O)n(CC(=O)N2CCOCC2)c2ccccc21,4,5,-3,0,-14,2,22,3,-9
CC(=O)NC(c1ccc(C(C)C)cc1)c1ccc2cccnc2c1O (stereo not given),12,7,-16,-4,-18,1,3,5,-23
CCc1c(C)sc(NC(=O)c2cc(-c3ccco3)on2)c1C#N,-9,0,16,-2,23,0,3,4,-10
CC1CC(C)CN(CC(O)COC2CC(C)CC(C)(C)C2)C1 (stereo not given),-6,6,3,-3,4,1,17,-7,-5
O=C(CCc1ccccc1)N1CCN(C(=O)CCc2ccccc2)CC1,/,/,/,/,-16,2,8,/,-1
O=C(c1ccco1)N1CCN(Cc2nnnn2CC2CCCO2)CC1 (stereo not given),3,-2,7,-3,19,1,12,-9,0
COc1ccc(-n2nc3c(c2NC(=O)CC(C)C)CS(=O)C3)cc1 (stereo not given),-4,8,-2,-1,-8,-7,0,-9,-4
COc1cccc(CNC(=O)C2CCN(S(=O)(=O)c3cccc4nonc34)CC2)c1,-11,-10,-15,-3,-3,8,10,9,-4
CCCNc1[nH]c(=O)n(C)c(=O)c1N=O,-1,1,-6,-2,-8,-3,11,2,-3
O=C(c1ccccc1)C1CN(Cc2ccccc2)CCC1(O)c1ccccc1 (stereo not given),1,1,12,-7,8,1,7,-6,-3
# (more compounds)
SMILES,SENP8 block-1,SENP7 block,UBC13 inh,beta cell repl,PfG6PD inh,SENP1 inh,SENP8 block-2,SENP6 inh,HKDC1 inhibitor
COc1ccc2oc(C(=O)OCC(=O)N(C)CC(=O)Nc3ccc(F)cc3)c(C)c2c1,-4,2,7,-5,-21,-4,-465,-9,4
Cc1cccc(C)c1Oc1nc(-c2ccccc2)ncc1S(=O)(=O)c1ccccc1,5,-2,-1,-4,6,3,18,5,1
O=C(O)CN(c1ccccc1F)S(=O)(=O)c1ccccc1,2,1,7,4,2,2,17,-4,-9
c1ccc2c(c1)[nH]c1c(N3CCSCC3)ncnc12,7,5,4,-3,-4,-30,-300,5,1
Nc1nc(SCC(=O)Nc2cccnc2Cl)n[nH]1,1,-1,-2,-2,-24,1,7,-8,14
Cc1cc(C(F)(F)F)nn2cnnc12,-6,3,6,0,-4,3,-15,-5,-6
COc1ccccc1-c1cc(C(F)(F)F)nc(S(=O)(=O)CCCC(=O)NCc2ccc(F)cc2)n1,-11,-9,-1,-7,12,0,-319,-1,4
CC[C@@]1(C(=O)OC)N[C@H](CN(C)S(=O)(=O)c2ccc(-c3ccccc3)cc2)[C@@H]2C(=O)N(C)C(=O)[C@@H]21,-14,-4,1,1,-9,2,18,-30,8
CN(C(=O)CCc1nnc(-c2ccc(-c3ccccc3)cc2)o1)C1CCOCC1,-4,-6,7,-1,3,0,6,-4,-3
Cc1ccc(NC(=O)c2sc3ncn(CC(=O)N4CCN(c5ccccn5)CC4)c(=O)c3c2C)cc1F,11,-3,4,-1,9,1,3,26,-3
O=C(O)c1ccc2c(c1)OCCCO2,-3,-3,2,-1,14,2,18,-13,0
C(#Cc1ccccc1)C[N+]1(CC#Cc2cccc3ccccc23)CCOCC1,/,/,/,/,-6,-1,7,/,-4
CC(=O)Nc1ccc(NC(=O)C2CC(=O)N(c3ccc(Cl)cc3)C2)cc1 (stereo not given),0,-7,7,8,10,2,0,-5,-3
COC(=O)C(NS(=O)(=O)c1ccccc1Cl)c1ccccc1 (stereo not given),-10,-5,-18,1,-11,2,3,-3,-3
Brc1ccc(-c2nnc3c4ccccc4nc(N4CCOCC4)n23)cc1,-3,0,-12,-3,-17,0,-8,-5,5
Cc1ccc(NCC(=O)N=Nc2c(O)n(C)c3ccccc23)cc1,-1,3,-11,0,1,1,26,-6,-4
Cc1ccc(N(C(=O)c2ccc3c(c2)OCO3)C2C=CS(=O)(=O)C2)cc1 (stereo not given),-4,-8,-5,0,-15,1,12,-13,-9
COc1cccc(NC(=O)C2CCN(S(=O)(=O)c3ccc4c(c3)OCCO4)CC2)c1,3,-2,11,-2,-3,1,8,2,4
CCOC(=O)Cc1csc(NC(=O)COc2ccc(OC)cc2)n1,3,-7,5,-2,-6,2,24,1,-5
COc1ccc(NC(=O)c2ccco2)cc1N,3,-1,8,1,5,0,28,10,11
CCN(CC)CCn1c(=S)[nH]c2cc(C(=O)NCc3ccc(C)cc3)ccc2c1=O,-11,25,7,1,-2,1,-52,-21,4
